KKLEB cytotox = reduces viability of KKLEB cystic fibrosis airway cells; KKLEB CF airway cells viability, ATPlite luminescence, overnight; hits give low values; cells stimulated with P. aeruginosa culture filtrate; activity change (cytotoxicity), % at 5 µM; actives 0.36% (n = 360,000);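 active = corrected activity change at or below -50% at 5 µM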
COUP-TFII inh = inhibitors of human COUP-TFII (NR2F2); P24468; HEK293T NGFI-A luciferase reporter, luminescence; inhibition, % at 8.6 µM; actives 0.7% (n = 370,000);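 active = inhibition above a per-plate cutoff, mean inhibition of test wells between control levels plus 3 SD, cut at about 38% in these data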;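 also: cells cotransfected with COUP-TFII expression vector driving the NGFI-A reporter; 0% = median of COUP-TF2 test wells and 100% = reporter-only cells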
Target sequence (P24468 whole entry, looked up): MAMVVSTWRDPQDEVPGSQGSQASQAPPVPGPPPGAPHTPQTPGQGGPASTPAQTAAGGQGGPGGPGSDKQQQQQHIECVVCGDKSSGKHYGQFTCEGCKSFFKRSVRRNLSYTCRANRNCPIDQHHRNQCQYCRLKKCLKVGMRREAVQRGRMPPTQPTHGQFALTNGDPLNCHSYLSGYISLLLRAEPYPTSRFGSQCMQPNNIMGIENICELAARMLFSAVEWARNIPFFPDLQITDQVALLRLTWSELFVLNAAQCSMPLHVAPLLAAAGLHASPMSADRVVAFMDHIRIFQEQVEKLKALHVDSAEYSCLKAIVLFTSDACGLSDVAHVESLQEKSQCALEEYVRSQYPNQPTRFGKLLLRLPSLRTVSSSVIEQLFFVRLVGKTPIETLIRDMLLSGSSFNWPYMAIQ
LRH-1 inv ag = NR5A2 inverse agonism in reporter assay | O00482 | HEK293T StAR-luciferase reporter, LRH-1 transfected, 24 h | inhibition, % at 3.6 µM | actives 0.13% (n = 360,000) | AID 602396;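 active = inhibition above the mean inhibition of all tested compounds plus 3 SD, cut at about 73% in these data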;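 also: 0% = DMSO wells and 100% = reporter-only cells lacking LRH-1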
Target sequence (O00482 whole entry, looked up): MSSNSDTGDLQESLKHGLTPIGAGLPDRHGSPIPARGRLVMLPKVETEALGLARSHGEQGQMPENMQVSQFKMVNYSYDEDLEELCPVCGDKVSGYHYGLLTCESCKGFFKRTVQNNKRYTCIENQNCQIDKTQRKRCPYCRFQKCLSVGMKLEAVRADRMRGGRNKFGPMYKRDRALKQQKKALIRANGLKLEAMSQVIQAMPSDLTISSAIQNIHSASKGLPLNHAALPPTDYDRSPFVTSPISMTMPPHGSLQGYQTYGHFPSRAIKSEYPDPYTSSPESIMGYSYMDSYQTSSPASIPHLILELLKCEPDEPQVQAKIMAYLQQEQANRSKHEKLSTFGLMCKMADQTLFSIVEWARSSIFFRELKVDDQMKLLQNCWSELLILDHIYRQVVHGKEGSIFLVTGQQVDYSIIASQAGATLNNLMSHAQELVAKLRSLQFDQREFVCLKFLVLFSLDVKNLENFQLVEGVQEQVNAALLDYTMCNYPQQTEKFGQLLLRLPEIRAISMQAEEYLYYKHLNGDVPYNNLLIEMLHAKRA
NCOA3 inh = inhibitors of human steroid receptor coactivator 3 (SRC3). Q9Y6Q9. HEK293 GAL4-SRC3 luciferase reporter, luminescence. inhibition, % at 3.6 µM. actives 0.17% (n = 360,000);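 active = inhibition above a per-campaign cutoff, the mean of all compounds plus 3 SD, cut at about 60% in these data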;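 also: 0% = DMSO-treated cells and 100% = gossypol-treated cells at 36 µM; higher means less SRC3-driven luciferase light from the GAL4 reporter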
TRAIL sens C8 = caspase-8 TRAIL sensitization. actives 1% (n = 360,000). NB7+C8 cells + TRAIL, ATPlite viability luminescence. inhibition (viability loss, TRAIL sensitization), % at 10 µM;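 active = compounds causing at least 50% loss of cell viability in the single-dose screen, relative to plate controls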
TROY NFkB inh = inhibitors of TROY-dependent NF-kB signaling. inhibition, % at 10 µM. actives 0.98% (n = 360,000). Q293 LMP1-TROYcd NF-kB luciferase reporter, 4 h. AID 1347056;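 active = compounds whose plate-normalised and pattern-corrected inhibition of the luciferase reporter signal at the single screening dose is 50% or more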
CF NFkB block = inhibitors of cystic fibrosis induced NF-kB | KKLEB NF-kB-GFP reporter, PAF-induced, GFP fluorescence overnight | inhibition, % at 5 µM | actives 0.86% (n = 360,000) | AID 588850;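 active = at least 50% inhibition at 5 µM, scaled per plate between neutral and stimulator controls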;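 also: PAF is a Pseudomonas aeruginosa culture filtrate used as stimulus; plate controls were PAF-stimulated DMSO wells for no effect and unstimulated DMSO wells for full effect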
SRC1 inh = human NCOA1 inhibition; Q15788; HEK293 GAL4-SRC1 luciferase reporter, luminescence; inhibition, % at 3.6 µM; actives 0.12% (n = 360,000); AID 588354;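 active = inhibition above the campaign mean plus 3 SD, with each screening campaign given its own cutoff, cut at about 60% in these data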;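 also: 0% = DMSO treated cells and 100% = gossypol at 36 µM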
NCOA2 inhibitor = inhibits human steroid receptor coactivator 2; AID 651957; HEK293 GAL4-SRC2 luciferase reporter, luminescence; actives 0.17% (n = 370,000); inhibition, % at 9 µM; Q15596;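 active = inhibition above the mean inhibition of all tested compounds plus 3 SD, set per campaign, cut at about 52% in these data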;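 also: 0% = DMSO treated cells and 100% = cells given Gossypol at 36 µM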
TWEAK-Fn14 inh = TWEAK-Fn14 signaling inhibition; inhibition, % at 10 µM; actives 2% (n = 360,000); TWEAK-stimulated Fn14 reporter cells, luciferase luminescence, 8 h; in the data active = inhibition above about 50%
EBV LMP1 NFkB = Epstein-Barr LMP1 NF-kappaB reporter inhibition; actives 0.69% (n = 350,000); inhibition, % at 12.5 µM; LMP1-induced NF-kappaB luciferase reporter cells, luminescence; in the data active = inhibition above about 41%;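 also: 0% = neutral control wells and 100% = reference inhibitor control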
An asterisk follows results filed as active; / = no result given.

#	mol	KKLEB cytotox	COUP-TFII inh	LRH-1 inv ag	NCOA3 inh	TRAIL sens C8	TROY NFkB inh	CF NFkB block	SRC1 inh	NCOA2 inhibitor	TWEAK-Fn14 inh	EBV LMP1 NFkB
1	CC(Oc1ccccc1)C(=O)N1CCC2(CC1)Oc1ccc(F)cc1C(=O)C21CC(c2cccnc2)=NO1 (stereo unspecified)	-11	-15	5	9	15	7	21	-25	17	-6	0
2	COC(=O)[C@H](CC(C)C)NC(=O)Cn1cnc2c(SC)nc(N)nc21	0	4	4	-7	6	6	-2	11	0	19	-3
3	Cc1ccc(OCCNC(=O)c2ccc(COc3ccccc3)o2)cc1	3	3	7	-1	5	0	-22	-11	4	-3	0
4	S=C(c1ccc(Cl)cc1)N1CCN(Cc2ccccc2)CC1	2	2	13	-1	-4	12	5	2	-4	5	0
5	COc1ccccc1C(=O)NCCC(=O)N1CCN(C(C)=O)CC1	15	16	3	9	4	6	-9	-8	-12	-1	11
6	CCN1CCN(Cc2oc(CO)cc(=O)c2O)CC1	-1	-16	15	1	-13	-17	-5	-10	4	-6	1
7	COc1ccc(N2CCN(C(=O)Cc3ccc(S(=O)(=O)N4CCOCC4)s3)CC2)cc1	-2	7	0	21	-8	-3	-10	-2	8	42	-14
8	Cc1ccc(S(=O)(=O)N2CCOCC2)cc1NC(=O)Cn1cc(C(F)(F)F)cc(Cl)c1=O	7	9	0	18	-3	45	-3	-1	-7	-8	-25
9	COc1ccc(C(C(=O)NC2CCCC2)N(C(=O)c2ccoc2C)c2ccccc2)cc1 (stereo unspecified)	-2	-7	-11	5	-8	1	-7	-7	-12	0	3
10	Cc1cc(C)n(CCC(=O)N/N=C/c2ccc(O)cc2)n1	-4	-4	2	24	-11	9	-10	-18	-5	6	5
11	COc1cc2[nH]c(=S)nc(NCc3ccccn3)c2cc1OC	9	-14	11	14	-1	0	-2	-4	-13	-23	-2
12	Cn1c(=O)c2c(nc3n2CC(CO)O3)n(C)c1=O (stereo unspecified)	-2	7	-10	13	5	8	-4	3	-17	-1	-5
13	CSc1nnc2ccc(-c3ccccn3)nn12	-2	5	10	17	-14	17	8	7	-5	9	1
14	Cc1cc(C2CC(=O)Nc3ccccc3S2)c(C)s1 (stereo unspecified)	-7	-2	-6	-10	9	1	-2	-8	-16	-4	8
15	COc1ccc(N2C(=O)C3C4C=CC(C4)C3C2=O)c([N+](=O)[O-])c1 (stereo unspecified)	-1	2	12	9	-5	-13	-4	7	8	4	4
16	Cc1ccc(SCCc2cc[n+](CC(=O)c3ccccc3)cc2)cc1	2	8	-1	20	2	-21	10	14	-3	-16	-3
17	O=C(CNC(=O)c1ccco1)NC1CCCCCC1	9	-6	-42	-27	0	-43	-15	-16	-46	12	-14
18	C[C@H](CO)N1C[C@H](C)[C@@H](CN(C)C(=O)Nc2ccc3c(c2)OCO3)Oc2ccc(NC(=O)Cc3ccccc3)cc2C1=O	-2	-12	-15	16	-8	-14	-13	-9	-8	-4	-5
19	CCNC(=O)C1CCCN(C(=O)c2ccc(-c3ccccc3)cc2)CC1 (stereo unspecified)	7	12	-9	-13	-3	-1	-45	-1	18	15	/
20	CC(Oc1ccc(Cl)cc1)C(=O)N1CCN(C(=O)c2ccco2)CC1 (stereo unspecified)	-2	-12	5	12	4	-4	-10	-3	23	-1	-1
21	N#Cc1ccccc1OCC(=O)OCC(=O)NC1CCCC1	5	7	12	-16	-20	2	-21	13	-6	16	2
22	Clc1ccc(C2=Nn3c(nnc3-c3cccnc3)SC2)s1	-2	-4	25	2	9	-10	-19	4	-14	-5	-5
23	Cc1ccccc1OCc1nnc(SC(C)C(=O)O)n1Cc1ccccc1 (stereo unspecified)	-1	-11	-2	6	3	19	15	-11	-26	-6	-6
24	O=C(Nc1ccc(C(=O)O)cc1)/C(=C\c1ccccc1)NC(=O)c1ccc(Br)cc1	-9	-5	-8	3	-1	3	10	-5	-8	-17	3
25	COC(=O)c1cc(C)sc1NC(=O)CCCC(=O)O	-4	-8	0	8	-13	4	2	-11	-12	-3	5
26	CC(C)(C)c1ccc(NC(=O)Nc2ccc(F)cc2)cc1	1	-84	-115	-79	39	9	7	-100	-55	-14	-62
27	Cc1cc(C)cc(OCc2nnc(SCC(=O)c3ccc(Br)cc3)o2)c1	3	2	-8	7	-9	-4	2	-14	4	5	-1
28	Cc1c(C(=O)OCC(=O)N2CCCC2=O)oc2ccccc12	2	0	3	-4	0	-40	-2	-15	1	-27	-9
29	COc1cccc(C(=O)COc2ccc(NC(=O)c3cccs3)cc2)c1	-9	17	18	20	2	-18	-16	0	-13	-35	-12
30	CN1CCN(C(c2ccc(F)cc2)c2nnnn2Cc2cccs2)CC1 (stereo unspecified)	-1	10	-17	7	-6	-8	-2	-1	10	-4	7
31	O=C(CSc1nnc(N2CCOCC2)n1-c1cccc(F)c1)N1CCN(c2ccccn2)CC1	-2	14	-5	-12	6	-2	-15	-11	7	-14	-2
32	COc1ccc(NC(=O)COc2ccc(/C=C/c3cc[n+](C)cc3)cc2OC)cc1	1	1	1	1	0	12	-6	3	-8	-2	-3
33	O=c1cc(Cn2ccnc2)c2cc(O)ccc2o1	14	-5	-9	-7	18	-20	-13	-52	6	13	-8
34	CCCCCCCCCCOC(=O)Cn1c(COc2cccc(OC)c2)[n+](C)c2ccccc21	-27	/	-7	2	44	41	44	-6	/	27	10
35	O=S(=O)(Nc1ccc2cn[nH]c2c1)c1ccc(Cl)cc1	7	/	10	-1	-1	0	10	1	/	5	-8
36	O=C(CSc1ccccc1)NC1CCCCCCC1	-8	-18	-28	-34	2	-77	3	-43	-42	-21	-26
37	CCC(OC(=O)c1cccs1)C(=O)NCc1ccc(C)cc1 (stereo unspecified)	3	8	14	18	-7	4	15	-16	-27	-9	6
38	O=C(COC(=O)C1CCN(S(=O)(=O)c2ccc3c(c2)OCCO3)CC1)Nc1cc(C(F)(F)F)ccc1Cl	3	-2	-4	-1	-8	-8	-5	-14	-10	-16	-5
39	COc1ccc(CCNC(=O)CN2C(=O)CCSc3ccccc32)c(OC)c1	10	-16	-5	-4	-13	-8	3	11	-29	-1	-17
40	CC/C(=N\NC(=S)Nc1ccc(OC)cc1)c1ccc(OC(F)F)cc1	-5	-31	-36	8	0	-9	13	-36	3	16	2
41	O=C(CSc1nc2ccccc2s1)N1N=C(c2cccs2)CC1c1ccc(F)cc1 (stereo unspecified)	-10	9	-24	0	-9	5	2	-12	3	10	0
42	Cc1cc(C)c2nc(N3CCCC3)c(C#N)cc2c1	11	7	-11	-8	-9	-15	-1	-37	-6	-15	-11
43	COc1ccc(CCC(=O)N(C)CC(=O)Nc2ccc(Cl)c(C(F)(F)F)c2)cc1	-5	-4	12	10	-16	7	-11	4	11	10	5
44	O=C(Nc1c(Cl)ccc2nsnc12)c1cccnc1	-4	10	7	-3	19	-17	9	0	-7	17	-1
45	COc1ccc(/C=N/Nc2nc(Nc3ccccc3)nc(N3CCCCC3)n2)c(OC)c1	-9	12	3	2	-3	-19	-11	-7	6	8	4
46	CC(=O)Nc1cccc(NC(=S)Nc2ccc(F)cc2F)c1	-6	-2	5	-1	5	-9	2	-14	0	1	4
47	Cc1cc(Br)cc(/C=N/NC(=O)c2ccc3c(c2)OCO3)c1O	0	-30	-14	38	19	22	8	-8	-21	-13	21
48	O=C(CN1C(=O)NC2(CCOc3ccccc32)C1=O)c1ccc[nH]1 (stereo unspecified)	-10	0	4	-2	-2	12	7	-10	4	0	2
49	O=C(OCCOc1ccc(Cl)cc1)c1cc(S(=O)(=O)N2CCCCC2)ccc1N1CCOCC1	-10	9	14	0	24	8	19	6	-13	42	4
50	Cc1ccc([C@H]2N[C@]3(CCCN(Cc4ccc(C(F)(F)F)cc4)C3=O)[C@H]3C(=O)N(C)C(=O)[C@@H]23)cc1	8	-4	-49	-10	-13	13	-14	-5	-12	-19	1

Additional structures follow:
#	mol	KKLEB cytotox	COUP-TFII inh	LRH-1 inv ag	NCOA3 inh	TRAIL sens C8	TROY NFkB inh	CF NFkB block	SRC1 inh	NCOA2 inhibitor	TWEAK-Fn14 inh	EBV LMP1 NFkB
51	CSc1cccc(CN2CCN(CCC(C)C)C(CCO)C2)c1 (stereo unspecified)	-10	2	9	0	3	-22	4	10	10	1	0
52	COC(=O)Cc1c(C)c2ccc(OCC(=O)N3CCCC3)c(C)c2oc1=O	14	2	-3	-7	0	-5	-61	-9	2	-4	-1
53	N#C/C(=N/Nc1ccccc1F)C(=N)N1CCOCC1	2	-11	-54	-20	-7	0	7	-21	-12	21	-4
54	O=C(Nc1ccc(Cl)cc1C(=O)NCc1cccnc1)c1ccco1	0	0	33	-21	8	10	14	-20	-25	1	-4
55	CCCc1cc(NCCCn2ccnc2)n2nc(C)c(-c3ccccc3)c2n1	-36	8	2	24	-8	-33	1	1	0	-27	-16
56	O=C(CCCn1c(=S)[nH]c2ccsc2c1=O)NCCc1ccccc1	3	3	-2	-23	22	-2	-13	-19	-4	-3	2
57	COc1ccc(OC)c(NC(=O)c2ccno2)c1	2	13	-1	4	-5	18	-3	-22	2	12	-1
58	COc1ccc(-n2nc(C(=O)NCC(=O)NC3CCCC(C)C3C)c3ccccc3c2=O)c(OC)c1 (stereo unspecified)	-1	7	-8	-8	-10	-2	6	-8	-20	-2	-3
59	O=C(C1=C(O)C(=O)N(Cc2ccco2)C1c1cccc(Cl)c1)c1ccco1 (stereo unspecified)	2	4	7	-5	-4	-17	-3	-16	12	-4	-7
60	CCCNC(=O)C1(C)CCN(Cc2ccc(-n3ccnc3)cc2)C1 (stereo unspecified)	-8	-14	1	-19	-6	10	-2	-1	-5	-21	/
61	CCNC(=O)C1(C)CCN(C(=O)c2ccc(OC)c(OC)c2)C1 (stereo unspecified)	7	-10	-7	-13	-7	-5	-19	13	-1	-9	/
62	COc1ccc(-c2cc(C(=O)N3CCCCC3)no2)cc1OC	-4	-70	-140	-63	-14	-1	2	-51	-58	-22	-19
63	Cc1ccc(Cn2ccc(O)c(Cc3ccccc3)c2=O)cc1	11	5	-19	4	-4	-1	-8	17	13	13	-11
64	CCCCN(C(=O)CNC(=O)c1cccs1)C(C(=O)NC1CCCC1)c1ccncc1 (stereo unspecified)	-2	2	17	-1	-1	-1	-11	3	-15	2	7
65	Cc1cccc(CCNC(=O)c2cccc(N3CCCC3=O)c2)c1	10	-11	-112	-73	17	-18	-1	-62	-62	22	-17
66	CCC(C)NCCOc1ccc(C(C)(C)c2ccccc2)cc1 (stereo unspecified)	-20	5	-11	3	5	7	33	-26	6	1	-25
67	COC(=O)C(Cc1ccccc1)NC(=O)c1ccc(NS(=O)(=O)c2ccc3[nH]c(=O)[nH]c3c2)cc1 (stereo unspecified)	4	-11	-24	-4	-11	1	-12	6	18	5	-2
68	COc1ccc(CC(=O)N[C@@H]2c3ccccc3CC[C@@H]2OCc2ccccc2)cc1	16	-8	11	0	-1	5	-4	10	3	13	-22
69	COc1ccccc1/C=N/N(C(C)=O)c1nc(-c2ccc(F)cc2)cs1	3	1	-21	-86	5	-10	-25	-35	-15	-24	-78
